# High-throughput results from PubChem BioAssay.
# STAT1 act – STAT1 signaling activators, primary screen, cell-based, HTS, luciferase reporter. NIH 3T3 STAT1-luciferase reporter, IFN-gamma, luminescence; 100% = IFN-gamma alone, no compound. activation (% of control), % at 5.5 µM. 2.6% of 200,000 active;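 active = activation above the screen-wide mean activation plus 3 SD, cut at about 130% in these data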;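 also: raw ratio to IFN-gamma control signal so 100% means no change and 0% no light; values of inactives mirror those of a sister screen read the other way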
# APP 5'UTR act – activators of APP 5'UTR luciferase reporter, primary screen, SH-SY5Y cells | SH-SY5Y APP 5'UTR luciferase reporter, luminescence; zero percent = DMSO vehicle wells | activation, % at 2 µM | 1% of 190,000 active | AID 1276, 2008;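 active = activation above a set limit, based on mean plus 3 SD of controls, cut at about 140% in these data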; also: values of inactives mirror those of a sister screen read the other way
# FLuc inh counter – firefly luciferase enzyme inhibitors, primary screen, artefact control for luciferase-based inhibitor screens, biochemical, luminescence, ATPLite; 10 min; Luciferin 4-monooxygenase (Photinus pyralis), P08659; inhibition, % at 10 µM; 1.5% of 200,000 active;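 active = inhibition above about 50% when tested at 10 µM, limit read from the data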
# Target sequence (P08659 whole entry, looked up): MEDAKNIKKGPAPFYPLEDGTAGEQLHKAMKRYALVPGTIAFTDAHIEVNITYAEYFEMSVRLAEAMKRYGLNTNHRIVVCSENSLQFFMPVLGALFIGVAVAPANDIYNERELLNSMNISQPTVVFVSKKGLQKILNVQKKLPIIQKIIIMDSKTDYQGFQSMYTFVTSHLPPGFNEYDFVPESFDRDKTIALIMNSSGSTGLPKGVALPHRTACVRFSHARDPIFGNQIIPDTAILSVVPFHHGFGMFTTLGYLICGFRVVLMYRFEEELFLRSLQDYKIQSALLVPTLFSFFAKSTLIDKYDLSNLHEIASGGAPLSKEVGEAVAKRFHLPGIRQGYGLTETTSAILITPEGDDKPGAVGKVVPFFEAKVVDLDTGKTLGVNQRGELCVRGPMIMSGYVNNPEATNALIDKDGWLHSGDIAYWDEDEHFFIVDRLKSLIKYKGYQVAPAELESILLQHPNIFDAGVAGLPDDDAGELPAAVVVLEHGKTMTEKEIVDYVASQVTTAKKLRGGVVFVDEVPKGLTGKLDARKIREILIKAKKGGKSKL
# Redox H2O2 prof – compounds producing H2O2 with reducing agent – biochemical, NIH compound library profiling, artefact control for MLSCN library redox annotation, primary screen; DTT-dependent redox cycling H2O2, phenol red/HRP absorbance; 100% = 100 µM peroxide control, 0% = buffer; AID 878, 2007; activation, % at 10 µM; 0.03% of 200,000 active;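 active = activation of at least 50% relative to the plate's high and low controls in the primary single-dose screen; inactive = activation below 50%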;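 also: compound incubated with DTT at 0.8 mM final as the reducing agent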
# Hsp70 act – Hsp70 transcriptional activators, primary screen, cell-based, HeLa, Hsp70 promoter luciferase, luminescence, 10 µM; HeLa Hsp70 promoter luciferase reporter; scaled: vehicle 0, proteasome-inhibitor control 100%; activation, % at 10 µM; 0.04% of 200,000 active; AID 1203, 2008;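 active = activation above the mean across all tested compounds plus 3 SD, cutoff set per campaign, cut at about 5.5% in these data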;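 also: 100% = MG132 at 30 µM as the positive control and 0% = DMSO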
# G6PDH counter – L. mesenteroides G6PDH inhibitors, counter-screen for G6PDH-coupled screening assays, biochemical, Leuconostoc mesenteroides enzyme; 0.12% of 200,000 active; inhibition, % at 5 µM; Purified L. mesenteroides G6PDH, diaphorase/resazurin coupled fluorescence, 45 min; glucose-6-phosphate dehydrogenase [Leuconostoc mesenteroides]; AID 1020, 2008; in the data active = inhibition above about 50%
# HMGR II inh – inhibitors of E. faecalis class II HMGR, primary screen, biochemical, Enterococcus faecalis | HMG-CoA reductase (Enterococcus faecalis, mvaE) | purified E. faecalis HMGR, NADPH absorbance 340 nm kinetic | inhibition, % at 10 µM | 0.41% of 190,000 active | AID 1066, 2008;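 active = inhibition above a set limit, the median over all tested compounds plus 3 SD, cut at about 9.5% in these data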;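 also: enzyme runs in reverse so mevalonate oxidation gives rising NADPH absorbance; 0% = complete reaction with DMSO and 100% = background rate lacking mevalonate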
# NF-kB expr up – activators of NF-kB expression in neurons, primary screen, cell-based, HTS; human neuronal cells, NF-kB reporter expression; active compounds read high; fold change at 12.5 µM; 1.6% of 190,000 active; in the data active = fold change above about 3.3
# APP 5UTR inh – inhibitors of APP translation via 5'UTR reporter, primary screen, APP 5'UTR luciferase, SH-SY5Y cells; AID 1285, 2008; inhibition, % at 2 µM; 0.82% of 190,000 active; SH-SY5Y APP 5'UTR-luciferase reporter, luminescence;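 active = inhibition above a set limit, derived from the sample mean plus 3 SD, cut at about 45% in these data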; also: values of inactives mirror those of a sister screen read the other way
# FLuc stim CS – FLuc activators, initial screening, artefact control for FLuc-dependent activation tests, biochemical, ATPlite luminescence; 200,000 tested, under 10 active; Luciferin 4-monooxygenase (Photinus pyralis), P08659; ATPlite luciferase biochemical, 10 min; 0 = ATP-free wells, 1 = DMSO control; activation factor at 10 µM;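 active = luciferase activation factor, scaled between plate controls, of at least 2 with compound at 10 µM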
#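 System: cell-free luciferase reagent; medium: PBS as buffer for the ATP substrate; doses: test compounds dosed from 2 mM stocks in 100% DMSO; incubation: 10 min, room temperature; measured by: luminescence from luciferase reaction; read-out: luciferase activation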
# * marks the source's active call; other numbers are inactive results; . = no result given.
SMILES,STAT1 act,APP 5'UTR act,FLuc inh counter,Redox H2O2 prof,Hsp70 act,G6PDH counter,HMGR II inh,NF-kB expr up,APP 5UTR inh,FLuc stim CS
Cc1nc(N)c(Cc2ccc(Cl)cc2Cl)c(N)n1,85,-2,-6,-1.7,-0.1,16,-6,0.75,2,1.1
O=c1[nH]ncn1-c1cccc(C(F)(F)F)c1,96,7,0,1.7,-0.3,10,-1,1.3,-7,1
CC(=O)Nc1ccc(NC(=O)C(C)OC(=O)c2ccc(OCc3c(C)noc3C)cc2)cc1 (configuration not stated),98,17,-4,0.3,0.1,4,0,1.2,-17,1
NCCCNC(=O)c1cc2ccccc2[nH]1,92,-14,-8,-2.6,-0.2,8,-5,1.1,14,1.1
CSc1nncc(=O)[nH]1,103,-16,-7,1.9,0.1,-6,-2,1.1,16,1.1
Nc1ccc(-n2cnc3cc([N+](=O)[O-])ccc32)cc1,127,18,-1,0.9,-0.1,6,6,1.1,-18,1
O=C(CCCCCCCCC(=O)N/N=C/c1ccco1)N/N=C/c1ccco1,104,-8,-3,-0.7,-0.4,-1,-4,1.2,8,1
O=C(NCCc1nc2ccccc2[nH]1)c1ccc(Cl)c([N+](=O)[O-])c1,92,8,-7,-0.5,-0.2,9,2,0.8,-8,1.1
O=C(CN1C(=O)CSc2ccccc21)Nc1ccccc1C(=O)N1CCOCC1,101,9,-8,0.0,-0.2,11,2,0.79,-9,1.1
C=CCn1c(-c2ccc([N+](=O)[O-])cc2)n[nH]c1=S,97,13,-2,0.1,-0.3,-3,2,0.97,-13,1
CC1CC1C(=O)OCC(=O)Nc1ccccc1Oc1ccccc1 (configuration not stated),94,0,-1,0.4,-0.1,12,0,0.97,0,1
CCc1ccc(CNC(=O)C2CCCN(c3nc4ccccc4o3)C2)cc1 (configuration not stated),100,3,-4,-8.5,0.1,-2,-1,1.1,-2,1
COC(=O)CN1C(=O)Nc2ccc(Br)cc2C1c1ccccc1Cl (configuration not stated),97,-9,-7,0.4,-0.4,14,1,0.75,9,1.1
COc1cc(CNCc2cccnc2)ccc1OCC(=O)NC(C)(C)C,97,0,-4,-1.0,-0.1,11,-8,1,0,1
Cc1cc(=O)oc(C)c1C(=O)N1CCc2c([nH]c3ccccc23)C1C(C)C (configuration not stated),103,14,-11,-0.9,-0.4,8,-3,0.98,-14,1.1
O=C(N/N=C/c1ccc(Cl)cc1Cl)C1CCN(c2ncc(C(F)(F)F)cc2Cl)CC1,99,-4,0,2.5,-0.2,7,-2,0.93,4,1
CC(=O)Nc1cccc(NC(=O)CS(=O)(=O)c2cn(CC(=O)N3CCOCC3)c3ccccc23)c1,103,-21,-7,-2.9,0.0,-4,-1,1,21,1.1
Fc1cccc(Cl)c1/C=N/Nc1ccccn1,128,18,2,-1.8,0.2,2,-5,1.8,-18,1
O=C(C(=O)N1CCc2ccccc2C1)N1CCc2ccccc2C1,108,-13,2,0.0,-0.3,-3,-1,1.3,13,1
CC1=C(C(=O)Nc2ccc([N+](=O)[O-])cc2)C(c2cccc(C(F)(F)F)c2)NC(=S)N1c1ccccc1 (configuration not stated),110,1,-4,0.3,-0.2,1,1,0.9,-1,1
CC1=C(C(=O)OCC(C)C)C(c2ccc(F)cc2)NC(=O)N1 (configuration not stated),96,4,-2,-0.8,-0.4,5,-1,1.1,-4,1
O=S(=O)([O-])C/C(=C\c1ccc(Cl)cc1)c1cc[n+](CCO)cc1,120,24,-8,-1.2,-0.2,3,-1,0.93,-24,1.1
CC(=O)c1cc(C#N)c(SCC(=O)C(C)(C)C)nc1C,140*,129,-2,-1.2,0.1,4,-3,2.6,-129,1
CCOC(=O)c1[nH]c2ccc(Br)cc2c1NC(=O)CCN1CCC(C)CC1,94,13,-4,0.0,-0.4,4,-5,0.73,-13,1
O=C(CSc1nnc(CNc2cccc(Cl)c2)o1)OC1CCCCC1,102,9,-6,1.7,1.0,13,-7,1,-9,1.1
CCCCNCCCOc1cccc(Cl)c1Cl,102,-7,-5,0.1,0.1,4,-3,0.86,7,1.1
Cc1ccc(-c2nnc(SCC(=O)Nc3cccc(C(=O)N4CCOCC4)c3)n2C)cc1,96,3,-4,0.4,-0.2,9,2,1.1,-3,1
CCOc1ccc(S(=O)(=O)N/N=C(\C)c2ccc(OC)cc2OC)cc1,95,-24,-1,-1.2,-0.3,1,1,1,24,1
CCc1nc(C)ccc1OCC(=O)NCCCN(C)C,99,0,-2,-0.7,0.0,14,1,1.2,0,1
COc1cccc(NC(=O)N2CCCC2C(=O)NCc2ccccc2F)c1 (configuration not stated),97,3,-1,0.7,0.0,17,-1,0.96,-3,1
O=C(CSc1ccc2nnc(-c3ccncc3)n2n1)Nc1nccs1,101,10,-2,-0.7,-0.2,-1,-7,1.2,-10,1
CCOC(=O)c1c(NC(=O)C2CCCCC2C(=O)O)sc2c1CCCCC2 (configuration not stated),98,-1,-2,0.0,-0.1,9,0,0.95,1,1
CCOC(=O)N1CCN(C(=O)CN(c2ccccc2OC)S(=O)(=O)c2ccc(OC)cc2)CC1,89,1,-5,-0.3,0.0,17,-10,1,-1,1.1
CCSc1nc(O)cc(=O)n1-c1ccc(OC)cc1,95,-2,-8,0.6,0.2,-6,-3,1.4,2,1.1
COc1cc(S(=O)(=O)N2CCCCC2)ccc1NC(C)=O,103,.,-5,0.2,-0.4,3,-11,1.2,.,1.1
Cc1cccc(OC(=O)Cn2c(C(F)(F)F)nc3ccccc32)c1,96,11,-2,-4.7,0.0,6,5,1.1,-11,1

# Some of the entries so far, with bars between the fields.
Compound | STAT1 act | APP 5'UTR act | FLuc inh counter | Redox H2O2 prof | Hsp70 act | G6PDH counter | HMGR II inh | NF-kB expr up | APP 5UTR inh | FLuc stim CS
Cc1nc(N)c(Cc2ccc(Cl)cc2Cl)c(N)n1 | 85 | -2 | -6 | -1.7 | -0.1 | 16 | -6 | 0.75 | 2 | 1.1
O=c1[nH]ncn1-c1cccc(C(F)(F)F)c1 | 96 | 7 | 0 | 1.7 | -0.3 | 10 | -1 | 1.3 | -7 | 1
CC(=O)Nc1ccc(NC(=O)C(C)OC(=O)c2ccc(OCc3c(C)noc3C)cc2)cc1 (configuration not stated) | 98 | 17 | -4 | 0.3 | 0.1 | 4 | 0 | 1.2 | -17 | 1
NCCCNC(=O)c1cc2ccccc2[nH]1 | 92 | -14 | -8 | -2.6 | -0.2 | 8 | -5 | 1.1 | 14 | 1.1
CSc1nncc(=O)[nH]1 | 103 | -16 | -7 | 1.9 | 0.1 | -6 | -2 | 1.1 | 16 | 1.1
Nc1ccc(-n2cnc3cc([N+](=O)[O-])ccc32)cc1 | 127 | 18 | -1 | 0.9 | -0.1 | 6 | 6 | 1.1 | -18 | 1
O=C(CCCCCCCCC(=O)N/N=C/c1ccco1)N/N=C/c1ccco1 | 104 | -8 | -3 | -0.7 | -0.4 | -1 | -4 | 1.2 | 8 | 1
O=C(NCCc1nc2ccccc2[nH]1)c1ccc(Cl)c([N+](=O)[O-])c1 | 92 | 8 | -7 | -0.5 | -0.2 | 9 | 2 | 0.8 | -8 | 1.1
O=C(CN1C(=O)CSc2ccccc21)Nc1ccccc1C(=O)N1CCOCC1 | 101 | 9 | -8 | 0.0 | -0.2 | 11 | 2 | 0.79 | -9 | 1.1
C=CCn1c(-c2ccc([N+](=O)[O-])cc2)n[nH]c1=S | 97 | 13 | -2 | 0.1 | -0.3 | -3 | 2 | 0.97 | -13 | 1
CC1CC1C(=O)OCC(=O)Nc1ccccc1Oc1ccccc1 (configuration not stated) | 94 | 0 | -1 | 0.4 | -0.1 | 12 | 0 | 0.97 | 0 | 1

# The listing continues.
SMILES,STAT1 act,APP 5'UTR act,FLuc inh counter,Redox H2O2 prof,Hsp70 act,G6PDH counter,HMGR II inh,NF-kB expr up,APP 5UTR inh,FLuc stim CS
O=C(Nc1ccc2[nH]c(=O)[nH]c2c1)Nc1ccc(F)cc1F,98,-9,-2,-0.2,0.0,9,3,1.3,9,1
C/C=N\NC(=O)COc1cc(C)ccc1C,103,-3,-6,-1.4,0.0,5,-4,1.3,2,1.1
O=S(=O)(Nc1ncccn1)c1ccc(-n2cnnn2)cc1,103,-20,-5,-0.6,-0.5,2,-5,1,20,1
Cc1nnc2n(C3CCCCC3)c(=O)c3c4c(sc3n12)COC(C)(C)C4,91,7,-8,0.1,-0.3,3,-3,0.76,-7,1.1
COc1ccccc1NC(=O)C1=C(C)NC2=C(C(=O)CCC2)C1c1ccc2c(c1)OCO2 (configuration not stated),102,6,0,-0.6,-0.4,6,4,0.48,-6,1
Cc1cccc(C(=O)N2CCc3cc(-c4nc(NC(=O)Cn5nnc6ccccc6c5=O)sc4C)ccc32)c1,95,-3,1,0.7,-0.4,4,-7,1.1,3,1
N#Cc1ccsc1NC(=O)c1ccccn1,104,-6,-4,-0.1,0.0,5,3,1.2,6,1
Cc1cc(N2CCCCC2)c(F)cc1[N+](=O)[O-],99,-5,-4,5.2,-0.2,-7,-7,1.2,5,1
COCCNS(=O)(=O)c1ccc(OCC(=O)OC)c(Cl)c1,98,-7,-4,1.9,-0.2,-8,-2,1.1,7,1
CN(C)S(=O)(=O)c1ccc(C(=O)OCC(=O)NCc2ccccc2)cc1,93,-6,-2,-0.1,-0.3,-1,2,0.9,6,1
COC(=O)c1nc2n(n1)C(c1cccc(Cl)c1)C1=C(CC(C)(C)CC1=O)N2 (configuration not stated),97,-7,-6,-0.5,-0.2,-2,-4,1.2,7,1.1
O=C(Nc1ccc(OCC(=O)N2CCC(Cc3ccccc3)CC2)cc1)c1ccco1,106,8,2,0.2,0.3,2,-4,1.1,-8,1
CCCCNC(=O)/C(C#N)=c1\s/c(=C\c2ccccc2OC(F)F)c(=O)n1CCCOC,105,7,-2,1.8,-0.2,0,-4,0.91,-7,1
O=C1c2ccccc2C(=O)N1CCOCCN1C(=O)c2ccccc2C1=O,97,-5,-7,-1.1,-0.1,0,-1,1.8,5,1.1
O=C(NCc1ccco1)c1cccc2ccccc12,103,-1,-7,2.5,-0.2,4,-2,1.1,1,1.1
CCn1nc(C)c(C2C(C#N)=C(N)OC3=C2C(=O)CC(C)(C)C3)c1C (configuration not stated),90,-10,-7,-0.5,-0.4,6,-5,1,10,1.1
CC(C)(C)OC(=O)N1CCC(C(=O)N[C@@H](Cc2ccccc2)C(=O)O)(c2ccccc2)CC1,101,19,-6,-0.6,0.3,1,-4,1.2,-19,1.1
CCOC(=O)C1=NNC(C(=O)c2ccccc2)C1c1ccc(OC)cc1 (configuration not stated),96,-7,.,-4.9,0.2,.,.,.,7,.
CCOC(=O)c1cc(C(=O)c2cc(F)ccc2O)coc1=N,104,-3,0,1.7,-0.1,4,-2,0.97,3,1
